Jurkat NFkB inh = lowers PMA/ionomycin-induced NF-kB signal in Jurkat cells; PMA/ionomycin-induced NF-kB luciferase reporter, luminescence; inhibition, % at 4 µM; actives 0.53% (n = 330,000)
SENP8 inh = inhibitors of human SENP8 protease | Q96LD8 | actives 1.2% (n = 330,000) | purified SENP8, Z-RLRGG-aminoluciferin cleavage, luminescence | AID 2540 | inhibition, % at 10 µM
Target sequence (Q96LD8 whole entry, looked up): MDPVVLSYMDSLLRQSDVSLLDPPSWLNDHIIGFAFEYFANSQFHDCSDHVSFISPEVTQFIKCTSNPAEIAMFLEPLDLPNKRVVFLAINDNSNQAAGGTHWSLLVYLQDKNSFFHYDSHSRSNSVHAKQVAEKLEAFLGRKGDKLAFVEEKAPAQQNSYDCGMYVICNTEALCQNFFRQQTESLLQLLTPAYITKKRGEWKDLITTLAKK
Gli-Sufu antag = blocks Gli-Sufu signaling in a luciferase reporter; Sufu-KO-LIGHT fibroblasts, Gli luciferase reporter luminescence; inhibition, % at 5 µM; actives 0.74% (n = 340,000);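 active means inhibition above about 55%, limit read from the data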;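 further: 0% = DMSO-treated cells and 100% = wells with medium but no cells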
Apaf1 inhib = blocks human Apaf-1 apoptosome activity. actives 0.71% (n = 330,000). reconstituted apoptosome caspase-3 activity, DEVD-Rh110 fluorescence. inhibition, % at 20 µM. O14727; active means inhibition of at least 40% at 20 µM;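 further: plate controls were DMSO wells for no effect and DEVD-CHO caspase inhibitor wells for full effect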
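Material: reconstituted apoptosome with Apaf-1, cytochrome c, caspase-9, procaspase-3, dATP / Buffer or medium: pH 7.5 Hepes buffer with CHAPS, BSA, DTT / Also added: cytochrome c with DEVD-Rh110 / Schedule: compound with Apaf-1, dATP, procaspase-3 30 min, then 50 min reaction, room temperature / Technique: rhodamine 110 fluorescence at Ex 480/Em 540 nm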
HKDC1 inh = blocks human hexokinase HKDC1 activity | AID 493160 | inhibition, % at 20 µM | actives 0.16% (n = 340,000) | Q2TB90 | recombinant HKDC1, G6PDH/diaphorase resazurin coupled fluorescence;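 active means inhibition above about 35% when tested at 20 µM, limit read from the data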;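 further: plate controls were DMSO wells with enzyme for no effect and DMSO wells lacking enzyme for full effect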
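Incubation: 90 min at room temperature in dark / Material: recombinant HKDC1 (HK5) hexokinase enzyme, produced in-house / Quantity: enzyme 5 µg/mL final / Compound: one dose of 20 µM, 1% DMSO / Reagent: glucose and ATP substrates / Buffer or medium: Tris pH 8.0 buffer with MgCl2, Tween-20, BSA, BME / Technique: resorufin fluorescence at 613 nm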
SENP7 block = SENP7 protease inhibition; Q9BQF6; recombinant SENP7, Z-RLRGG-aminoluciferin luminescence, 40 min; inhibition, % at 5 µM; actives 1.5% (n = 330,000); AID 434973;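 active means inhibition above about 50% at the single test dose, limit read from the data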;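 further: plate controls were DMSO with enzyme for no effect and no enzyme buffer wells for full effect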
Target sequence (Q9BQF6 706-1050 limits assumed): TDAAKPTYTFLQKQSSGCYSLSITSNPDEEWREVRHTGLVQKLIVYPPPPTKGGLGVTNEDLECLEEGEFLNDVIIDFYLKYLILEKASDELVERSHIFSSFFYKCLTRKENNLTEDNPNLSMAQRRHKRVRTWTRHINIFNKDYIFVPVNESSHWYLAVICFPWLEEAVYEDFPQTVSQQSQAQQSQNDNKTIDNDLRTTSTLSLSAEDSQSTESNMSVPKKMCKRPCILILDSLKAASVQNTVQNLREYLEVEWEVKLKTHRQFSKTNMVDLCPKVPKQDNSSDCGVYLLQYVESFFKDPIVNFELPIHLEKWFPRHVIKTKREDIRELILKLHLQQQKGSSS
697 NFkB inh = lowers PMA/ionomycin-induced NF-kB signal in 697 B cells | AID 435022 | inhibition, % at 4 µM | 697 B-cell NF-kB luciferase reporter, 16 h | actives 0.33% (n = 330,000); in the data active means inhibition above about 35%
UBC13 polyUb = blocks human UBC13 polyubiquitin chain formation; TR-FRET; inhibition, % at 20 µM; P61088; actives 0.47% (n = 330,000); in the data active means inhibition above about 45%, passing the limit was not always enough
Target sequence (P61088 whole entry, looked up): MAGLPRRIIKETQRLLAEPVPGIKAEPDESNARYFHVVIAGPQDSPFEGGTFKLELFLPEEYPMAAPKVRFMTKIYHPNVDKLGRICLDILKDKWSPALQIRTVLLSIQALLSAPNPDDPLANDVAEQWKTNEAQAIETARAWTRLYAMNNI
Numbers without * were called inactive; . = not tested or not shown. Unless noted, no stated cut-off is given here; in the data, active means inhibition above about 50%; inactive means the rest.

Values run as follows: HKDC1 inh	UBC13 polyUb	SENP7 block	Jurkat NFkB inh	SENP8 inh	697 NFkB inh	Gli-Sufu antag	Apaf1 inhib
- Cc1cc(C)cc(NC(=O)C(NCC2CCCO2)c2ccccc2)c1 (configuration not stated)
  1	-1	-2	-10	-6	-37	4	14
- COc1ccc([C@H]2CC(=O)C=C(/C=C/Cc3ccccc3)C2)cc1
  11	-16	-7	-2	-12	0	4	16
- O=C1CC(CC(=O)N/N=C/c2ccccc2[N+](=O)[O-])=NN1
  -10	-3	11	-1	0	12	-2	46*
- CN(C)c1nnnn1-c1ccc(Cl)cc1
  -8	5	-5	-6	3	11	-4	-9
- CS(=O)(=O)N(CC(=O)N1CCN(c2ccc(F)cc2)CC1)c1ccc(F)c(Cl)c1
  -3	2	5	10	6	11	-10	-1
- COc1ccc(NC2SC(=O)N(CC(=O)O)C2=O)cc1 (configuration not stated)
  -3	4	0	-6	1	5	1	-3
- O=C(CC(Nc1ccccc1Cl)C(=O)OCC(=O)c1cccs1)c1ccccc1 (configuration not stated)
  2	-18	-9	-200	-7	-232	13	11
- CCCCN(C)C(=O)c1ccc2c(c1)N(CC)C(=O)c1ccccc1S2(=O)=O
  -5	1	-2	5	-5	10	-14	6
- Cc1cccc(NC(=O)C(C)SCc2nc3sc4c(c3c(=O)[nH]2)CCCC4)n1 (configuration not stated)
  0	2	-4	12	15	22	23	7
- CC(=O)c1cccc(N(CC(=O)Nc2ccc(S(=O)(=O)N3CCCC3)cc2)S(C)(=O)=O)c1
  -2	-6	15	-11	-6	-32	1	-7
- COc1ccc(NC(=O)C/C(C)=N/NC(=O)c2cnccn2)c(OC)c1
  -9	-3	-6	-16	-4	-3	30	4
- COC(=O)c1nnn(-c2nonc2N)c1COc1ccc(C=O)cc1OC
  -3	-11	-1	-5	6	11	5	-25
- COc1cccc(N2CCN(S(=O)(=O)c3c(C)[nH]c(C)c3C(=O)N3CCCCC3)CC2)c1
  -8	-7	10	1	-2	-6	-9	4
- O=C(Nc1ccccc1)Nc1ccc(F)c([N+](=O)[O-])c1
  -3	2	17	0	11	6	-16	-6
- O=C(COc1ccc2c3c(c(=O)oc2c1)CCC3)NCC(O)c1ccccc1 (configuration not stated)
  -3	2	4	15	0	3	-12	4
- COc1ccccc1NC(=O)COc1ccc(Br)cc1CNC1CCCC1
  -6	0	-10	-9	-6	-21	36	12
- CCNC(=S)NNC(=O)c1cc(-c2ccc(OCC)cc2)nc2ccccc12
  -12	-14	95*	-71	94*	-180	-85	-6
- CCc1nc2sc3c(c2c(=O)n1N)CCC3
  -1	2	4	3	1	5	4	4
- CSCCC(NC(N)=O)C(=O)N(C)CC(=O)Nc1cc(C)ccc1C (configuration not stated)
  -12	7	-2	0	2	21	-4	-16
- COc1cccc(C(=O)OCc2cc(=O)oc3c(C)c(C)ccc23)c1OC
  -4	6	3	8	2	-4	-11	12
- CCn1c(C(=O)NC(C)c2ccc3c(c2)OCCO3)cc2sccc21 (configuration not stated)
  0	7	1	9	5	-15	-17	10
- CC(C)C(OC(=O)C1=Cc2ccccc2OC1)C(=O)NC1CCCC1 (configuration not stated)
  -9	3	9	-11	1	2	-7	0
- CCCCc1cc(=O)oc2cc(C)c(CN3CCCC3)c(O)c12
  11	-19	-15	13	-12	1	-1	8
- COc1cccc(C(=O)Nc2ccncc2)c1OC
  0	-2	-2	16	3	-7	13	-5
- COc1ccc(-c2csc(Nc3ccccc3)[n+]2CC(O)c2ccc([N+](=O)[O-])cc2)cc1 (configuration not stated)
  1	3	6	18	7	6	-2	-17
- NNc1ccc2nncn2n1
  -3	2	-4	-8	2	2	1	-29
- O=C(Oc1oc(-c2ccco2)nc1C=Nc1ccccc1)c1ccoc1
  -3	-1	-9	-13	-15	-8	-1	-20
- O=c1c2ccccc2nc(/C=C/c2ccc(Br)cc2)n1CCO
  1	14	8	-10	1	15	-3	3
- CN(C)CCCNC(=O)C[C@H]1C[C@H](C(=O)N2CCOCC2)[C@@]2(C)c3[nH]c4cc(-c5ccco5)ccc4c3CCN2C1=O
  3	.	16	.	.	-8	0	20
- COc1ccc(C(CNC(=O)c2cccc(S(=O)(=O)Nc3ccc(F)cc3)c2)N(C)C)cc1 (configuration not stated)
  1	10	5	-5	2	-3	18	3
- O=C(CN(Cc1cccs1)C(=O)CCC(=O)Nc1nccs1)NCc1ccccc1
  -6	3	4	20	1	11	2	-26
- COc1cc(C2CC(=O)C3=C(C2)Nc2ncnn2C3c2cccs2)cc(OC)c1OC (configuration not stated)
  0	4	-1	0	8	8	7	1
- Cc1cnc(C(=O)OCC(=O)NC2CCCCCC2)cn1
  -15	-10	-12	8	-12	14	10	4
- O=C(CSc1ccccn1)NCc1ccc2c(c1)OCO2
  -6	-1	3	-9	1	-12	-8	-10
- Cc1ccc(C(=O)NC2CCSC2=O)cc1 (configuration not stated)
  5	-25	-4	-6	-2	-35	-2	-14
- CCOc1cc(C)nc(N2CCCC(C(=O)NCc3ccccc3F)C2)n1 (configuration not stated)
  -7	-6	-7	17	-5	-20	3	-1
- COc1ccc(Cl)cc1NC(=O)CN1C(=O)CSC1=O
  -1	5	0	1	-1	9	0	-1
- CCOCc1nnc(NC(=O)CCS(=O)(=O)Cc2ccccc2)s1
  4	1	-7	4	-4	3	0	4
- CCCn1c(=O)c(C(=O)NCCc2ccc(OC)c(OC)c2)c(O)c2ccccc21
  -10	19	6	-18	-4	-31	.	14
- CCN1CCN(C(=O)Cn2ncc3ccsc3c2=O)CC1
  -1	2	3	3	-4	6	4	1
- O=C1NC(=O)N(Cc2ccccc2)C1=O
  2	-2	-3	-4	-3	8	-3	2
- COc1cccc(-c2nc(=S)c3c(n2CCCO)CCCC3)c1
  -2	10	-10	-13	-6	-14	6	-8
- COc1ccc2nc(NC(=O)c3ccc(-n4nc(C)cc4C)cc3)sc2c1
  -6	17	14	9	3	3	9	2
- CCN(CC)C(=O)c1cn(C)c2ccc(S(=O)(=O)N(CC)CC)cc2c1=O
  -4	0	7	2	9	4	1	-8
- CCCCC(=O)c1c(O)c2ccccc2oc1=O
  -2	6	2	-5	2	10	-1	10
- Nc1ccc(S(=O)(=O)NC2=NCCCCC2)cc1
  -4	2	8	-11	-5	-6	-12	-8
- CCC/C=C(\CCC)C(NS(=O)(=O)c1cccc2cccnc12)c1ccc(C(=O)OC)cc1 (configuration not stated)
  -1	-2	4	3	-11	6	11	18
- Cc1cc(C)n2nc(C(=O)N3CCCC(Nc4ccc(F)c(F)c4)C3)cc2n1 (configuration not stated)
  -5	6	3	13	2	13	0	-9
- CCCn1c(NCc2cccc(OC)c2OC)nc2ccccc21
  1	9	-2	-30	-1	-58	-4	7
- C/C(=N\Nc1cccc2cccnc12)c1ccc(C)cc1
  9	5	2	-75	7	-83	-100	11

(list continues)
Values run as follows: HKDC1 inh	UBC13 polyUb	SENP7 block	Jurkat NFkB inh	SENP8 inh	697 NFkB inh	Gli-Sufu antag	Apaf1 inhib
- CCc1ccc(/C=N/Nc2ncnc3nc[nH]c23)cc1
  5	-9	38	-125	21	-212	-65	1
- O=C1Nc2ccccc2/C1=N\N=C\c1ccc(O)c(O)c1
  2	-152	-13	-9	-14	-45	7	8
- COC(=O)c1ccc(NC2CC(=O)N(c3ccccc3C)C2=O)cc1 (configuration not stated)
  5	10	5	3	1	17	5	-4
- COc1ccc(N2CC(C(=O)Nc3nnc(SCC(=O)c4ccccc4)s3)CC2=O)cc1 (configuration not stated)
  -7	-11	0	-4	-5	14	3	25
- CCS(=O)(=O)N1Cc2ccccc2CC1C(=O)Nc1nc2c(C)cccc2s1 (configuration not stated)
  -1	-4	4	-23	5	-7	-14	18
- Cc1cc(=O)oc2cc(OCC(=O)c3ccc4c(c3)NC(=O)CO4)ccc12
  14	7	7	3	1	-32	-8	1
- Cc1ccc(-c2nc3c(c(=O)c4ccccc4n3C)c(=O)n2-c2ccccc2)cc1
  14	2	-4	21	1	-69	5	16
- O=C(CSCCNS(=O)(=O)c1ccccc1)Nc1ccccc1
  1	1	11	-4	-7	3	-4	-5
- CCc1cccc(NC(=O)CCC(=O)O)c1
  11	-11	-4	-1	-7	3	-5	-4
- Cc1c(C(=O)OC(C)C)sc2nc[nH]c(=O)c12
  -6	12	7	3	6	-11	5	-17
- N=C(N)CCCOc1ccccc1-c1ccccc1
  -13	7	0	0	0	-5	-7	-3
- Cc1cc(NC(=O)CN(C)S(=O)(=O)c2cnc[nH]2)ccc1Br
  -2	3	6	-2	-4	2	-2	0
- O=C(CSc1nnc(-c2ccco2)n1CC1CCCO1)c1ccc(F)cc1 (configuration not stated)
  2	0	3	-3	3	13	-2	-3
- COC(=O)C(C)(C(=O)OC)c1ccccc1[N+](=O)[O-]
  -4	0	2	13	4	29	-9	-7
- Cc1ccc(NC2CCCN(C(=O)c3cccs3)C2)cc1C (configuration not stated)
  14	7	-2	-2	0	-9	27	-4
- CCOc1ccc(C(C)=O)cc1CC(C(N)=O)C(N)=O
  1	-6	9	-18	-1	-24	-1	8
- CCOC(=O)N1CCN(C(=O)CSc2ncnc3ccccc23)CC1
  0	6	0	10	-3	21	-3	4
- O=C(c1ccccc1)N1CCN(C(=O)c2nn3c(C(F)(F)F)cc(-c4ccco4)nc3c2Br)CC1
  -4	-18	-10	-21	-9	-24	1	28
- Cc1ccc(N(CC(=O)NC2CCCCC2)S(=O)(=O)c2c(C)noc2C)cc1
  2	0	6	-4	-4	1	50	12
- Cc1cc(C)c(S(C)(=O)=O)c(=O)[nH]1
  -5	4	4	-18	-3	1	-4	5

The last 4 records of the section above are carried over, then new ones follow:
Values run as follows: HKDC1 inh	UBC13 polyUb	SENP7 block	Jurkat NFkB inh	SENP8 inh	697 NFkB inh	Gli-Sufu antag	Apaf1 inhib
- CCOC(=O)N1CCN(C(=O)CSc2ncnc3ccccc23)CC1
  0	6	0	10	-3	21	-3	4
- O=C(c1ccccc1)N1CCN(C(=O)c2nn3c(C(F)(F)F)cc(-c4ccco4)nc3c2Br)CC1
  -4	-18	-10	-21	-9	-24	1	28
- Cc1ccc(N(CC(=O)NC2CCCCC2)S(=O)(=O)c2c(C)noc2C)cc1
  2	0	6	-4	-4	1	50	12
- Cc1cc(C)c(S(C)(=O)=O)c(=O)[nH]1
  -5	4	4	-18	-3	1	-4	5
- O=C(CNS(=O)(=O)c1ccccc1)NCc1cccnc1
  -3	-8	5	-4	2	-3	-14	-6
- CCc1ccc(CNC(=O)CCn2nc(C)c3c(C)n(-c4ccccc4)nc3c2=O)cc1
  -4	-2	1	17	6	6	-5	10
- CCN(CC(=O)Nc1ccc(NC(C)=O)cc1)C(=O)CSC(=S)N1CCCC1
  2	8	-7	-10	-5	18	-1	-7
- NC(=O)NNc1ncc(C(F)(F)F)cc1Cl
  19	-25	-7	4	-13	3	5	-7
- Cc1noc(/C=C/N(C)C)c1S(=O)(=O)N1CCN(c2ccc(F)cc2)CC1
  -2	-10	-2	2	7	-4	3	17
- Cc1nn(C)c(C)c1NC(=O)Nc1cccc(C(F)(F)F)c1
  -5	3	6	-8	-5	20	9	-2
- CCOC(=O)CN[C@H]1CCC2C3CC=C4C[C@@H](O)CC[C@]4(C)C3CC[C@@]21C (some centres not stated)
  -2	-8	3	-11	-9	-1	14	3
- CCc1ccc2c(c1)C(NC(C)=O)C(=O)N2CC (configuration not stated)
  2	-3	-3	9	-3	11	2	3
- C=CCn1c(SCC(=O)N2CCCCC2)nc(O)cc1=O
  9	1	-4	5	-9	1	-4	-2
- Fc1cnc(N2CCOCC2)nc1NCc1ccccc1
  -2	-3	-6	5	4	21	2	-11

Screens as filed in PubChem.
